U2OS ROS induce – cancer cell ROS induction; U2OS ROS induction, H2DCF-DA fluorescence; ROS induction (% of piperlongumine), % at 10 µM; actives 2% (n = 46,000); AID 624156; in the data active = ROS induction above about 79%, passing the limit was not always enough; inconclusive = no clear call, values can overlap the other calls;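 also: 0% = DMSO vehicle median and 100% = reference compound median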
* = called active by the depositor; ? = inconclusive.

Start of the listing, in advance, 6 compounds:
SMILES | U2OS ROS induce
CCOc1ccc(NC(=O)C(C)Sc2ccccn2)cc1 (stereo unspecified) | 5
Cc1noc(C)c1NC(=O)N(C)C[C@@H]1Oc2ccc(NC(=O)CCCCCC(=O)Nc3ccccc3N)cc2C(=O)N([C@H](C)CO)C[C@H]1C | 2
COc1ccc(S(=O)(=O)Nc2ccc3c(c2)CC(=O)N([C@H](C)CO)C[C@@H](C)[C@@H](CN(C)S(=O)(=O)c2ccc(OC)cc2)O3)cc1 | 4
Cc1ccnc(NC(c2ccsc2)c2ccc3ccc(C)nc3c2O)c1 (stereo unspecified) | ?
CCN(C1=NC2CS(=O)(=O)CC2S1)c1ccc(OC)cc1 (stereo unspecified) | 31
CCCn1c(=O)ccn(-c2ccccc2C)c1=O | -12

The list itself, repeating the preview:
SMILES | U2OS ROS induce
CCOc1ccc(NC(=O)C(C)Sc2ccccn2)cc1 (stereo unspecified) | 5
Cc1noc(C)c1NC(=O)N(C)C[C@@H]1Oc2ccc(NC(=O)CCCCCC(=O)Nc3ccccc3N)cc2C(=O)N([C@H](C)CO)C[C@H]1C | 2
COc1ccc(S(=O)(=O)Nc2ccc3c(c2)CC(=O)N([C@H](C)CO)C[C@@H](C)[C@@H](CN(C)S(=O)(=O)c2ccc(OC)cc2)O3)cc1 | 4
Cc1ccnc(NC(c2ccsc2)c2ccc3ccc(C)nc3c2O)c1 (stereo unspecified) | ?
CCN(C1=NC2CS(=O)(=O)CC2S1)c1ccc(OC)cc1 (stereo unspecified) | 31
CCCn1c(=O)ccn(-c2ccccc2C)c1=O | -12
CNC[C@H]1Oc2c(NC(=O)C3CC3)cccc2C(=O)N([C@H](C)CO)C[C@H]1C | -9
COc1cc(S(=O)(=O)Nc2cccc(C(=O)O)c2)c(OC)cc1Cl | 2
C[C@H](CO)N1C[C@H](C)[C@@H](CN(C)S(=O)(=O)c2cccs2)Oc2c(NC(=O)NC3CCCCC3)cccc2C1=O | 7
NC(=O)CN1C(=O)C(O)(CC(=O)c2ccncc2)c2ccccc21 (stereo unspecified) | -7
CCOC(=O)c1ccc(NC(=O)CSc2nccc(=O)[nH]2)cc1 | 2
C[C@@H]1CN([C@H](C)CO)C(=O)c2cccc(NC(=O)c3ccc(-c4nccs4)cc3)c2O[C@@H]1CN(C)Cc1ccc(-c2ccccc2)cc1 | 32
C[C@@H]1CCCCO[C@H](CN(C)Cc2ccc(C(=O)O)cc2)[C@@H](C)CN([C@H](C)CO)C(=O)c2cc(NC(=O)Nc3cccc4ccccc34)ccc2O1 | -4
CCS(=O)(=O)N1CCC(C(=O)NCc2ccc(F)cc2Cl)CC1 | -12
O=C(O)CCCCCCC(=O)N/N=C/c1ccc(Br)o1 | 3
COc1cccc(CN(C)C[C@@H]2OCc3cn(nn3)CCCC(=O)N([C@@H](C)CO)C[C@H]2C)c1 | 11
Cc1ccc(OCCN2CCN(c3cc(C)c(C#N)c4nc5ccccc5n34)CC2)cc1 | 100*
C[C@@H]1CCCCO[C@H](CN(C)CC2CCCCC2)[C@@H](C)CN([C@H](C)CO)C(=O)c2cc(NS(=O)(=O)c3ccc(F)cc3)ccc2O1 | 98*
Cc1cc(C(=O)Nc2cccc3c2O[C@@H](CN(C)C(=O)Nc2c(C)noc2C)[C@H](C)CN([C@@H](C)CO)C3=O)n(C)n1 | -5
Cc1noc(C)c1NC(=O)N(C)C[C@@H]1Oc2ccc(NC(=O)Nc3ccc(F)cc3)cc2CC(=O)N([C@H](C)CO)C[C@@H]1C | 6
O=C(/C=C/c1cccs1)NC(=S)NCc1ccccc1 | 34
O=C(CN1C(=O)C2C3CC(c4ccccc4)C(C3)C2C1=O)Nc1cccc([N+](=O)[O-])c1 (stereo unspecified) | 14
C[C@@H]1CN([C@H](C)CO)C(=O)Cc2cc(NC(=O)CCC(F)(F)F)ccc2O[C@@H]1CN(C)Cc1ccc(Oc2ccccc2)cc1 | ?
C[C@H](CO)N1C[C@H](C)[C@H](CN(C)Cc2ccccc2)Oc2c(NS(=O)(=O)c3ccc(Cl)cc3)cccc2C1=O | -6
Cc1cc(=O)[nH]c(SCC(=O)Nc2ccc(Br)cc2F)n1 | 8

The final three records of the section above come first, to join the parts:
SMILES | U2OS ROS induce
C[C@@H]1CN([C@H](C)CO)C(=O)Cc2cc(NC(=O)CCC(F)(F)F)ccc2O[C@@H]1CN(C)Cc1ccc(Oc2ccccc2)cc1 | ?
C[C@H](CO)N1C[C@H](C)[C@H](CN(C)Cc2ccccc2)Oc2c(NS(=O)(=O)c3ccc(Cl)cc3)cccc2C1=O | -6
Cc1cc(=O)[nH]c(SCC(=O)Nc2ccc(Br)cc2F)n1 | 8
O=C(O)CCC(=O)Nc1cccc(-c2nc3ccccc3[nH]2)c1 | 19
c1ccc(-c2noc(COc3cccc4ccccc34)n2)nc1 | -6
C[C@@H]1CN([C@H](C)CO)C(=O)Cc2cc(NS(=O)(=O)c3ccc(F)cc3)ccc2O[C@@H]1CN(C)Cc1ccccc1 | 20
COc1ccc(NC(=O)N(C)C[C@@H]2Oc3c(NC(=O)NC(C)C)cccc3C(=O)N([C@H](C)CO)C[C@H]2C)cc1 | -9
C[C@@H]1CN([C@H](C)CO)C(=O)c2cccc(NC(=O)C3CC3)c2O[C@@H]1CN(C)C(=O)Nc1cccc2ccccc12 | -8
Fc1ccc(C2=NN(C(=S)NCc3ccccc3)CCC2)cc1 | 3
C[C@@H]1CN([C@@H](C)CO)C(=O)c2cc(NS(=O)(=O)c3ccc(Cl)cc3)ccc2O[C@H]1CN(C)Cc1ccccc1 | 11
C[C@@H]1CN([C@@H](C)CO)C(=O)c2cc(NC(=O)CCC(F)(F)F)ccc2O[C@@H]1CN(C)Cc1ccc(Cl)c(Cl)c1 | 14
CC(C)(C)c1ccc(OCC(=O)Nc2ncn[nH]2)c(Br)c1 | -19
COc1cccc(NC(=O)CN(c2ccc(Br)c(C)c2)S(C)(=O)=O)c1 | -2
O=C(NCCCO)c1cc2ccccc2oc1=O | 8
C[C@H]1CN([C@@H](C)CO)C(=O)c2cc(NS(C)(=O)=O)ccc2O[C@H]1CN(C)C(=O)Nc1cccc2ccccc12 | 5
C[C@H]1CN([C@@H](C)CO)C(=O)c2cc(NC(=O)C3CCCCC3)ccc2O[C@H]1CN(C)Cc1ccc(Oc2ccccc2)cc1 | 3
CN1C[C@H](C(=O)N[C@]2(C)O[C@@]3(O)[C@@H]4CCCN4C(=O)[C@H](Cc4ccccc4)N3C2=O)C[C@@H]2c3cccc4[nH]cc(c34)C[C@H]21 | 9
C[C@@H]1CN([C@@H](C)CO)C(=O)c2cc(NC(=O)Nc3ccc(C(F)(F)F)cc3)ccc2O[C@H]1CN(C)S(=O)(=O)c1cccs1 | 24
Cc1ccc([N+](=O)[O-])c(OCCSc2ncccn2)c1 | -7
c1ccc(-c2oc3ncnc(NCCN4CCOCC4)c3c2-c2ccccc2)cc1 | 51
COc1ccccc1-n1nnnc1SCC(=O)NC1CCCC1 | -2
CS/C(=N\S(=O)(=O)c1ccccc1)N1CCCC1 | 1
C[C@@H]1CN([C@@H](C)CO)C(=O)Cc2cc(NC(=O)c3ccncc3)ccc2O[C@@H]1CN(C)C(=O)Nc1ccc2c(c1)OCO2 | 0
CSc1nc(C)nc(Sc2ccccc2)c1C#N | 41
C[C@@H]1CN([C@@H](C)CO)C(=O)c2cc(NC(=O)Nc3ccc4c(c3)OCO4)ccc2O[C@H]1CN(C)Cc1ccccc1 | 7
C[C@@H]1CN([C@@H](C)CO)C(=O)c2cccc(NC(=O)c3nc4ccccc4s3)c2O[C@@H]1CN(C)S(=O)(=O)c1ccc(F)cc1 | 12
COc1ccc(NC(=O)Nc2ccc3c(c2)C(=O)N([C@@H](C)CO)C[C@@H](C)[C@@H](CN(C)S(=O)(=O)c2ccc(OC)cc2)O3)cc1 | 10
CC1CC(Nc2ccccc2)c2ccccc2N1S(=O)(=O)c1ccc(Br)cc1 (stereo unspecified) | 49

Given with each value named: entries from further up.
COc1cccc(NC(=O)CN(c2ccc(Br)c(C)c2)S(C)(=O)=O)c1
  U2OS ROS induce = -2

O=C(NCCCO)c1cc2ccccc2oc1=O
  U2OS ROS induce = 8

Next part:
SMILES | U2OS ROS induce
Cc1ccccc1-n1c(SCC(=O)c2ccc(Cl)cc2)nc2[nH]ncc2c1=O | 33
C[C@H]1CN([C@@H](C)CO)C(=O)c2cc(NC(=O)Cn3cnnn3)ccc2O[C@H]1CN(C)C(=O)Nc1ccc(C(F)(F)F)cc1 | -3
CC(C)(C)c1ccc2c(c1)NC(=O)CO2 | -14
Cc1cccc(OCCn2c(-c3cccc(C)c3)nc3ccccc32)c1 | 24
Cc1ccc(S(=O)(=O)Nc2ccc3c(c2)CC(=O)N([C@@H](C)CO)C[C@H](C)[C@@H](CN(C)S(=O)(=O)c2cn(C)cn2)O3)cc1 | -2
c1ccc(CSc2ccc(-c3ccncc3)nn2)cc1 | -1
COc1cc2c(cc1O)CCC1C2CC[C@@]2(C)C1CC[C@@H]2O (stereo partly specified) | -6
COc1ccc(NC(=O)Nc2ccc3c(c2)C(=O)N([C@H](C)CO)C[C@H](C)[C@@H](CN(C)S(=O)(=O)c2ccccc2)OCCCC[C@@H](C)O3)cc1 | 15
COC(=O)c1ccccc1NC(=O)c1ccc2c(c1)sc1nc(-c3ccc(OC)cc3)cn12 | -7
O=C(CCCCCCC(=O)Nc1ccccc1O)N/N=C/c1ccc(-c2ccccc2)c(F)c1 | 56
CC1=C(C(=O)OCC(C)C)C(c2ccc(Cl)cc2)NC(=O)N1C (stereo unspecified) | -1
O=c1c2c3c(sc2[nH]c(=S)n1Cc1ccccc1)CCC3 | 29
CC(C)(C)OC(=O)Nc1cccc(/C=N/NC(=O)c2ccccc2O)c1 | 45
Cc1ccc(CN(C)C[C@H]2OCc3cn(nn3)CCCC(=O)N([C@H](C)CO)C[C@H]2C)cc1 | -7
COc1ccc(NC(=O)Nc2ccc3c(c2)CC(=O)N([C@H](C)CO)C[C@@H](C)[C@H](CN(C)C(=O)NC2CCCCC2)O3)cc1 | 4
C[C@H](CO)N1C[C@H](C)[C@H](CN(C)CC2CC2)Oc2c(NS(=O)(=O)c3ccc(F)cc3)cccc2C1=O | 3
COC(=O)c1sc2ncn(CC(=O)Nc3ccccc3OC)c(=O)c2c1C | -9
Cc1noc(C)c1S(=O)(=O)N(C)C[C@@H]1Oc2ccc(NC(=O)NC(C)C)cc2CC(=O)N([C@H](C)CO)C[C@H]1C | 54
O=C(Nc1ccc(C(=O)OCc2cccc(C(=O)c3ccccc3)c2)cc1)c1ccccc1 | -1
O=C(CSc1nnnn1-c1ccccc1)N1c2ccccc2CCc2ccccc21 | ?
COc1ccc(NC(=O)CSc2c(C)nn(-c3nnc(C)c(=O)[nH]3)c2C)cc1 | 2
O=C(CN1C(=O)c2ccccc2S1(=O)=O)Nc1ccc(Br)cc1F | -25
C[C@@H]1CCCCO[C@@H](CN(C)C(=O)Nc2cccc3ccccc23)[C@@H](C)CN([C@H](C)CO)C(=O)c2cc(NC(=O)Cc3ccccc3)ccc2O1 | 177*
CC(C)C1Cc2c(sc3nc(SCC(=O)Nc4ccc(Cl)cc4Cl)nc(N)c23)CO1 (stereo unspecified) | -13
CSc1sc(Cl)c2c1/C(=N\O)CC(C)(C)C2 | -14
Going on with the list:
SMILES | U2OS ROS induce
CC(=O)N(c1ccc(F)cc1)c1nc(-c2cc3ccccc3oc2=O)cs1 | 1
COc1ccc(S(=O)(=O)N(C)C[C@H]2Oc3ccc(NS(C)(=O)=O)cc3C(=O)N([C@H](C)CO)C[C@@H]2C)cc1 | 2
CCOC(=O)c1ccc2[nH]c3c(c2c1)CCCC3NC=O (stereo unspecified) | -9
C[C@H]1CN([C@@H](C)CO)C(=O)Cc2cc(N(C)C)ccc2O[C@H]1CN(C)S(=O)(=O)c1ccccc1 | -8
COc1ccccc1C1CCN(S(=O)(=O)c2ccccc2Br)CC1 | 11
COc1ccccc1CCNC(=O)c1ccc(COc2ccccc2Cl)o1 | -4
COC(CNC(=O)c1ccc2nc(-c3ccccc3)c(-c3ccccc3)nc2c1)OC | 21
COc1ccc(CN(C)C[C@H]2Oc3ccc(NC(=O)c4ccncc4)cc3CC(=O)N([C@@H](C)CO)C[C@@H]2C)cc1 | 70
COc1ccc(NC(=O)N(C)C[C@H]2Oc3c(NS(=O)(=O)c4cn(C)cn4)cccc3C(=O)N([C@H](C)CO)C[C@H]2C)cc1 | -18
C[C@H](CO)N1C[C@H](C)[C@@H](CN(C)C(=O)Nc2ccc(C(F)(F)F)cc2)Oc2ccc(NC(=O)Nc3ccc(F)cc3)cc2C1=O | 65
COc1ccc(NC(=O)N(C)C[C@@H]2OCCCC[C@@H](C)Oc3ccc(NS(=O)(=O)c4ccc(Cl)cc4)cc3C(=O)N([C@H](C)CO)C[C@@H]2C)cc1 | 15
CNC[C@@H]1Oc2c(NC(=O)c3nc4ccccc4s3)cccc2C(=O)N([C@H](C)CO)C[C@@H]1C | -19
C[C@H](CO)N1C[C@H](C)[C@H](CN(C)Cc2ccncc2)OCc2cn(nn2)CCCC1=O | -13
C[C@@H]1CCCCO[C@@H](CN(C)S(=O)(=O)c2ccc(F)cc2)[C@@H](C)CN([C@H](C)CO)C(=O)c2cc(NC(=O)Nc3ccc(F)cc3)ccc2O1 | 7
C[C@@H]1CN([C@@H](C)CO)C(=O)c2cc(NC(=O)C3CC3)ccc2O[C@H]1CN(C)CC1CCCCC1 | -15
O=C(COc1ccc2c(-c3ccccc3)cc(=O)oc2c1)c1ccccc1 | -4
O=S(=O)(NCCNC/C=C/c1ccc(Br)cc1)c1cccc2cnccc12 | -2
C[C@@H]1CN([C@H](C)CO)C(=O)Cc2cc(NC(=O)CCN3CCOCC3)ccc2O[C@@H]1CN(C)Cc1ccc(C(=O)O)cc1 | -9
C[C@H](CO)N1C[C@H](C)[C@H](CN(C)C(=O)NC2CCCCC2)Oc2c(NC(=O)c3ccncc3)cccc2C1=O | -13
N#Cc1cc(Oc2ccc(F)cc2)c(-n2nnc3ccccc32)cc1C#N | 44
C[C@@H]1CN([C@H](C)CO)C(=O)c2cccc(NC(=O)Nc3ccccc3)c2O[C@H]1CN(C)Cc1ccc(Oc2ccccc2)cc1 | 22
CNC[C@@H]1Oc2c(NS(=O)(=O)c3ccc(Cl)cc3)cccc2C(=O)N([C@@H](C)CO)C[C@H]1C | 2

Compound activity as filed in PubChem BioAssay.

Not all compounds are listed, so the mix of outcomes need not match the whole.
